Source: PubChem
GLP1R cytotox = cytotoxicity in counter-screen for GLP-1R inverse agonists; AID 624418; actives 0.13% (n = 410,000); Potency, µM (titrated, usually from 38.3 µM), without a hit: at the top dose activity change, negative = inhibition, most hits filed as inhibitors; HEK293 cAMP-luciferase reporter cells, luminescence, 24 h;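 further: loss of luciferase light is scored as toxicity; potency means the concentration at half of the fitted maximal effect; on the % scale 0 is the no-effect control and ±100 the full control effect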
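MLSMR compounds, 24 hr on cells at 37 deg C/5% CO2; luminescence after luciferase reagent (12 min RT). Inhibition counted as the undesired cytotoxic outcome.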
KB-V1 MDR tox = kills drug-selected multidrug resistant KB-V1 cells. KB-V1 MDR cells viability, CellTiter-Glo, 72 h. Potency, µM (titrated, usually from 46.1 µM), for the others: at the highest dose activity change, negative = cytotoxicity, hits mostly cytotoxic. actives 3.4% (n = 400,000). AID 1347076; further: potency means the concentration at half of the fitted maximal effect; on the % scale 0 is the no-effect control and ±100 the full control effect; nearly all actives have a fitted effect of over 60% in size
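Compound-treated KB-V1 multidrug-resistant cells, 72 h, 37 degrees C; viability by CellTiter-Glo. Fitted qHTS curves give the values.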
DRD3 agonist = activates the human D3 dopamine receptor. max activation, %. D3R DiscoveRx beta-arrestin cells, luminescence, 90 min. actives 0.58% (n = 410,000). AID 652048; in the data active means max activation above about 30%; further: 0% is about no effect; mostly tested at two doses, the higher about 12 µM
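Agonist-mode cell screen: cells plated at 1500/well and incubated overnight at 37 °C, then exposed to library compounds for 90 min at 37 °C. Detection reagent was added for 30–60 min at room temperature, and luminescence was read.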
DRD3 antagonist = blocks the human D3 dopamine receptor. AID 652054. max response, negative = inhibition, %. D3R cells, DiscoveRx beta-arrestin luminescence, antagonist mode; hits give low values. actives 2.5% (n = 360,000); in the data active means max response below about -50%; inconclusive means no clear call, values can overlap the other calls; further: on the % scale 0 is the no-effect control and ±100 the full control effect; mostly tested at two doses, the higher about 12 µM
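Cells expressing the human receptor were seeded at 1500 cells/well, incubated overnight at 37 degrees C in 5% CO2, then exposed to library compounds with dopamine controls for 90 minutes at 37 degrees C before luminescent detection.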
GLP-1R inv ag = GLP-1 receptor (human) inverse agonism | P43220 | HEK293 GLP-1R CRE-luciferase, luminescence, 24 h; GLP-1R form is constitutively active | Potency, µM (doses to about 38.3 µM), for inactives: at the highest dose activity change, negative = inhibition, actives largely listed as inhibitors | actives 1.6% (n = 410,000) | AID 624417; further: potency means the concentration at half of the fitted maximal effect; on the % scale 0 is the no-effect control and ±100 the full control effect; nearly all actives have a fitted effect of over 55% in size
Target sequence (P43220 whole entry, looked up): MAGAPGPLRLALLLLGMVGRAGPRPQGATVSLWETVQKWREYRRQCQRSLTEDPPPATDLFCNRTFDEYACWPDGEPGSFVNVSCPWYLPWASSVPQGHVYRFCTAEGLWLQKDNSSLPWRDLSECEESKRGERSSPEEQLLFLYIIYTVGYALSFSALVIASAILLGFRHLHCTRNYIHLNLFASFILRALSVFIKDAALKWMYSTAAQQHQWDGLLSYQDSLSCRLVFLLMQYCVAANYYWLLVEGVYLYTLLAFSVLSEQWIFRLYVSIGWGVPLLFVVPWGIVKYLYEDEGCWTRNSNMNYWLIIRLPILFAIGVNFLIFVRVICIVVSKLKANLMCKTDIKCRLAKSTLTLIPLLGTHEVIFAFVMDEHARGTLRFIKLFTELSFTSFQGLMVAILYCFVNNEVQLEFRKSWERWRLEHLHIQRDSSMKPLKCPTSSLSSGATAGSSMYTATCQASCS
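Inverse agonism was detected as reduced cAMP-driven luciferase luminescence after 24 h compound treatment. The cells were HEK293 clones expressing constitutively active human GLP-1R with the reporter. Reporter-only and GPR119 cell lines served as counterscreen controls.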
GLP1R ag = agonists of human GLP-1 receptor; AID 624172; P43220; Potency, µM (series often up to 45.6 µM), for inactives: at the top dose activation, most hits filed as activators; actives 0.007% (n = 380,000); HEK293 GLP-1R CRE-luciferase, luminescence, 4-6 h; cells express a hypersensitive GLP-1R form; further: potency means the concentration at half of the fitted maximal effect; % of control where 0% means no effect
aSyn rescue = rescues yeast growth from alpha-synuclein toxicity | Yeast expressing alpha-synuclein, growth rescue, BacTiter-Glo, 24 h | Potency, µM (highest dose often 46.1 µM), inactives show at the highest dose growth rescue (activation), usual class: activators | actives 0.14% (n = 370,000) | AID 652106; further: potency means the concentration at half of the fitted maximal effect; % of control where 0% means no effect; nearly all actives have a fitted effect of over 65% in size
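Readout is rescue of growth in alpha-synuclein-expressing yeast, so inhibitors of toxicity appear as activators. Growth after 24 hr at 30 deg C in galactose medium is quantified by luminescence.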
TDP-43 yeast inh = rescues yeast growth from TDP-43 toxicity | Potency, µM (series often up to 46.1 µM), inactives show at the highest dose growth rescue (activation), hits mostly activators | TDP-43 expressing yeast growth rescue, BacTiter-Glo, 24 h | actives 1.8% (n = 410,000); further: potency means the concentration at half of the fitted maximal effect; % of control where 0% means no effect; nearly all actives have a fitted effect of over 50% in size
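Cell-based yeast growth screen: TDP-43 expression induced in galactose, inoculum OD600=0.02 after raffinose pregrowth to mid-log. Read-out BacTiter-Glo luminescence at 24 hr, 30 deg C; inhibition of toxicity seen as signal increase.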
PTHR1 ag = activates the human parathyroid hormone receptor PTHR1; Q03431; HEK293 GP2 PTHR1 cells, GloSensor cAMP luminescence, 1 h; Potency, µM (series often up to 115 µM), without a hit: at the top dose activation, usual class: activators; actives 0.075% (n = 410,000); AID 743266; further: potency means the concentration at half of the fitted maximal effect; nearly all actives have a fitted effect of over 55% in size; some results filed as inactive show a strong effect at the top dose; inactives centre near -15; many of its hits are not listed in these tables
Target sequence (Q03431 whole entry, looked up): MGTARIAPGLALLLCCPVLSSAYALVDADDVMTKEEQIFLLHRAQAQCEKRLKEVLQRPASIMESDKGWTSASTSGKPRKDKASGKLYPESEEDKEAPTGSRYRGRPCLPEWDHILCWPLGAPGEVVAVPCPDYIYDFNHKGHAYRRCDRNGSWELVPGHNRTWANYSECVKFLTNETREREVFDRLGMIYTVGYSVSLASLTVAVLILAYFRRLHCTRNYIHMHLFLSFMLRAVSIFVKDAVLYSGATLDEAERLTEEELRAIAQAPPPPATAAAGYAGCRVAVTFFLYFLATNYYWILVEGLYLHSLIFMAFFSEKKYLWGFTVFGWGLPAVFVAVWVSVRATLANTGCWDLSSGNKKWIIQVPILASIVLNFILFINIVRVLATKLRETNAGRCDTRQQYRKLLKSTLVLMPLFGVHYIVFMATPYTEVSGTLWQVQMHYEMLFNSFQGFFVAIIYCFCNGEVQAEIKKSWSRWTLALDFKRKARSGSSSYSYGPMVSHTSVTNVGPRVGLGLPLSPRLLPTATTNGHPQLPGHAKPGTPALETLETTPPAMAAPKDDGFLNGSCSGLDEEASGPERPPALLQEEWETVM
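HEK-293-derived GP2 cells expressing PTHR1 and a GloSensor cAMP reporter, 3,000/well, plated overnight, given luciferin plus IBMX (each 0.5 mM as added) for 1 h at 37 °C, then compound for 1 h at 37 °C. Luminescence was read after 15 min at room temperature.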
Active calls of the source: *; i = inactive; ? = inconclusive; nt = no result given; & = joins results of further samples; [ ] = dose if it differs, or a comment. Unless noted, the call rests on the fitted dose curve; in most records, active means well fitted curve in the direction sought with a large enough effect; inconclusive means small, poorly fitted or top-dose-only effect, or another doubt; inactive means no such curve, though single readings can be large; an effect the other way counts as inactive or inconclusive.

SMILES | GLP1R cytotox | KB-V1 MDR tox | DRD3 agonist | DRD3 antagonist | GLP-1R inv ag | GLP1R ag | aSyn rescue | TDP-43 yeast inh | PTHR1 ag
COc1ccc(S(=O)(=O)Oc2c(OC)cc(C(=S)N3CCOCC3)cc2OC)cc1 | -4% | 0% | 6 | 6 | 7% | -3% | 3% | -2% | -3%
CCc1ccccc1N(C)C(=O)c1cc2c(s1)-c1c(C)cccc1OC2 | 27% | 0% | -3 | nt | ? | nt | nt | 1% | -2%
CCC(C)(C)C1CCC(=NNS(=O)(=O)c2ccc(C)c([N+](=O)[O-])c2)CC1 (stereo not given) | -6% | 23% | 2 | -9 | -2% | -8% | -4% | 20% | -12%
NC(COCc1ccccc1)c1csc(Nc2ccc(C(F)(F)F)cn2)n1 (stereo not given) | -15% | -26% | -3 | 0 | -23% | -3% | -19% | 1% | -3%
Cc1noc(C)c1S(=O)(=O)N1CCC(C(=O)Nc2ccc(Br)cc2)CC1 | -6%&-8% | -1%&9% | 3&-7 | 14 | -9%&4% | -1%&0% | -1% | 16%&23% | -8%&-36%
CC[C@H](C)[C@@H](CO)NC(=O)[C@H]1O[C@@H](n2ccc(N)nc2=O)[C@H](O)[C@@H]1O | 4% | -10% | -7 | 0 | 23% | 0% | -3% | -1% | -15%
O=C(NCCNCc1ccccn1)c1ccco1 | -29% | 7% | -9 | 1 | 4% | -1% | 2% | 1% | -1%
O=C(CSc1nc2sc3c(c2c(=O)[nH]1)CCC3)NCCO | 1% | 0% | -4 | -2 | 30% | 10% | 1% | 1% | -13%
COC(=O)c1ccccc1OC(=O)c1cc[n+]([O-])cc1 | -23% | -2% | -1 | -5 | 7% | 0% | 4% | 6% | 0%
CCN(c1cccc(C)c1)S(=O)(=O)c1ccc(-c2ccc(=O)[nH]n2)o1 | -9% | 13% | 4 | -3 | 8% | -1% | 4% | -6% | -12%
CCCNC(=O)C1(C)CCN(C(=O)c2sccc2C)C1 (stereo not given) | 1% | -1% | 2 | -8 | -11% | 1% | -4% | 16% | -25%
CCCCOCCCNC(=O)c1c(-c2ccccc2)noc1C | 9% | ? | 1 | 43 | -18% | 4% | 2% | 10% | i
O=[N+]([O-])c1ccc(Cl)c(S(=O)(=O)Nc2ccc(S(=O)(=O)N3CCOCC3)cc2)c1 | -13% | 5% | 15 | -15 | -10% | 1% | 1% | 4% | 12%
CS(=O)(=O)N1CCN(CC(=O)NC2CCCC2)CC1 | -4% | 3% | 4 | -10 | 8% | 5% | -1% | 0% | i
CN(CC(=O)N1CCN(Cc2ccccc2)CC1)S(=O)(=O)c1cccc2nsnc12 | 1% | -15% | -15 | -6 | -18% | -7% | -2% | 24% | -12%
CCc1cccc(NC(=O)C(NS(=O)(=O)c2ccc3nc(C)sc3c2)C(C)C)c1 (stereo not given) | 8% | -2% | 9 | nt | -25% | 0% | nt | 19% | i
O=C1CNC(=O)N1c1ccc(Cl)cc1 | 5% | 17% | 3 | 6 | 3% | 19% | -8% | -13% | i
COC(=O)[C@H](CO)N1C(=O)[C@@H]2[C@H](C1=O)C1C=C[C@H]2C1 | 6% | ? | -4 | 22 | 9% | -3% | -1% | 10% | i
Cn1c(=O)n(CCOc2ccc(Cl)cc2Cl)c2ccccc21 | 72%[activator] | -25% | 2 | 7 | 10% | 0% | 14% | 13% | i
COc1cc2c(C(=O)N(C)c3cccc(C(F)(F)F)c3)cn(CC(C)C)c(=O)c2cc1OC | -7% | -9% | 6 | nt | -3% | -1% | nt | 24% | -45%
Cc1nn(CC(=O)Nc2ccc(Br)cc2F)c(=O)c2cccn12 | 0% | -12% | -6 | -15 | 8% | -4% | 5% | -4% | i
COc1cc(/C=N/NC(=O)c2ccncc2)ccc1OCC(=O)Nc1ccccc1 | 16% | ? | -1 | 0 | 16% | 19% | -10% | -13% | i
O=C(c1ccc(F)cc1)N1CCC(c2ccccc2)C1 (stereo not given) | ? | -22% | -8 | -65* | -1% | 17% | 4% | 20% | i
CCOc1ccc(OCc2ccc(C(=O)NC(C)(C)C)o2)cc1 | -6% | ? | -2 | 1 | ? | 3% | 0% | 19% | i
O=C(CSc1n[nH]c(-c2ccc(F)cc2)n1)N1CCN(c2ccc(F)cc2)CC1 | 15% | -12% | -22 | nt | 0% | nt | nt | -9% | -13%

Next part; the last 4 above are carried over.
SMILES | GLP1R cytotox | KB-V1 MDR tox | DRD3 agonist | DRD3 antagonist | GLP-1R inv ag | GLP1R ag | aSyn rescue | TDP-43 yeast inh | PTHR1 ag
COc1cc(/C=N/NC(=O)c2ccncc2)ccc1OCC(=O)Nc1ccccc1 | 16% | ? | -1 | 0 | 16% | 19% | -10% | -13% | i
O=C(c1ccc(F)cc1)N1CCC(c2ccccc2)C1 (stereo not given) | ? | -22% | -8 | -65* | -1% | 17% | 4% | 20% | i
CCOc1ccc(OCc2ccc(C(=O)NC(C)(C)C)o2)cc1 | -6% | ? | -2 | 1 | ? | 3% | 0% | 19% | i
O=C(CSc1n[nH]c(-c2ccc(F)cc2)n1)N1CCN(c2ccc(F)cc2)CC1 | 15% | -12% | -22 | nt | 0% | nt | nt | -9% | -13%
O=C(CN1C(=O)c2ccccc2S1(=O)=O)NCCc1ccc(F)cc1 | 5% | 0% | -3 | -21 | 6% | -3% | 0% | -1% | -36%[inhibitor]
O=C(NNC(=O)c1ccncc1)Nc1cccc(C(F)(F)F)c1 | -5% | 0% | 2 | 1 | 0% | -4% | 3% | 7% | i
CCOc1cc2[nH]c(=S)n(Cc3ccc(C(=O)NCCCN4CCOCC4)cc3)c(=O)c2cc1OCC | 9% | 0% | -13 | 4 | 36%[activator] | -3% | -4% | -19% | 4%
CC(C)(C)OC(=O)N[C@@H](C(=O)OC(C)(C)C)c1ccc(C(F)(F)F)cc1 | 19% | 8% | -7 | -8 | 4% | 7% | 1% | -12% | -19%
O=C(Cn1cncn1)NCc1cccc2ccccc12 | 4% | -5% | 3 | 1 | 1% | -11% | 0% | 3% | i
C#CCOCCOCCOCCNc1nc(N2CCN(C(=O)[C@H]([C@@H](C)CC)n3cc(CCCN=C(N)N)nn3)CC2)nc(N2CCN(C(=O)[C@H]([C@@H](C)CC)n3cc(CCC(=O)O)nn3)CC2)n1 | 7% | 0% | 14 | -1 | 14% | -1% | 2% | 9% | i
CC(=O)c1c(C)n(CCO)c2ccc(O)cc12 | -4% | 9% | 10 | -6 | -5% | -2% | 0% | -13% | i
Cc1cccc(N(CC(=O)NC2CCCCC2)C(=O)Cn2nnc(-c3ccc(C)o3)n2)c1 | -4% | ? | -1 | -8 | -31% | 11% | -7% | 21% | -17%
Cc1ccccc1Nc1c(-c2cccc(Cl)c2)nc2ncccn12 | 2% | ? | -14 | nt | 2% | nt | nt | 6% | -12%
O=C(CSc1ncn[nH]1)NC1CCCc2ccccc21 (stereo not given) | -1% | 5% | -2 | -17 | 12% | 2% | -9% | -6% | -15%
C/C(=N\NC(=O)COc1ccccc1-c1ccccc1)c1ccc(O)cc1O | -7% | ? | 2 | 34 | ? | 13% | -12% | 15% | -36%[inhibitor]
CC(C)c1nc(Cl)c(C#N)c2c1COC(C)(C)C2 | -13% | -1% | 7 | 6 | 40%[activator] | ? | -9% | 6% | i
NC(=O)NC1(C(=O)O)CCCC1 | -1% | ? | 9 | 10 | 22% | -3% | -2% | -11% | i
Cn1c(NCc2ccccc2F)nc2cc(-c3cccc(Cl)c3)sc2c1=O | 4% | 0% | 0 | 25 | 7% | 7% | 7% | 29% | -25%
NC(=O)c1c(NC(=O)CS(=O)(=O)c2ccc(Cl)cc2)sc2c1CCCC2 | -5% | ? | -5 | nt | -23% | nt | nt | -6% | -33%[inhibitor]
CC(=O)OCc1cc(=O)n2nc(C3CCCCC3)sc2n1 | 3% | 5% | -1 | nt | 17% | nt | nt | 0% | i
CCCCNC(=O)c1onc(CSc2ccncc2)c1C(=O)NCCCC | -17% | 0% | 59* | -3 | 3% | 1% | -8% | 12% | -20%
CCOCCn1c(CN2CCN(CCO)CC2)nc2c1c(=O)n(C)c(=O)n2C | 7% | 0% | 3 | 20 | 13% | -3% | ? | 15% | i
O=C(C[n+]1ccccc1)Nc1ccccc1C(=O)O | -1% | 0% | -1 | 28 | 14% | -8% | -5% | 7% | i
CC(C)(C)NC(=O)c1cccc(NC(=O)c2cccc(O)c2)c1 | 1% | -8% | -8 | -12 | -9% | 1% | -3% | -8% | -2%[57.5 µM]
COc1ccc2cc(-c3cc(C(=O)OCC(=O)Nc4c(C)n(C)n(-c5ccccc5)c4=O)c4ccccc4n3)ccc2c1 | 24% | ? | 2 | 43 | -8% | -2% | 1% | 18% | -24%

Compounds shown so far with a nitro group on carbon (2):
SMILES | GLP1R cytotox | KB-V1 MDR tox | DRD3 agonist | DRD3 antagonist | GLP-1R inv ag | GLP1R ag | aSyn rescue | TDP-43 yeast inh | PTHR1 ag
CCC(C)(C)C1CCC(=NNS(=O)(=O)c2ccc(C)c([N+](=O)[O-])c2)CC1 (stereo not given) | -6% | 23% | 2 | -9 | -2% | -8% | -4% | 20% | -12%
O=[N+]([O-])c1ccc(Cl)c(S(=O)(=O)Nc2ccc(S(=O)(=O)N3CCOCC3)cc2)c1 | -13% | 5% | 15 | -15 | -10% | 1% | 1% | 4% | 12%

Single records, from the list above. Values in the order: GLP1R cytotox | KB-V1 MDR tox | DRD3 agonist | DRD3 antagonist | GLP-1R inv ag | GLP1R ag | aSyn rescue | TDP-43 yeast inh | PTHR1 ag
`CCCCOCCCNC(=O)c1c(-c2ccccc2)noc1C` across the screens: 9% | ? | 1 | 43 | -18% | 4% | 2% | 10% | i
`CCN(c1cccc(C)c1)S(=O)(=O)c1ccc(-c2ccc(=O)[nH]n2)o1` across the screens: -9% | 13% | 4 | -3 | 8% | -1% | 4% | -6% | -12%

An excerpt (hit frequency here may not be typical).
